High-throughput results as filed in PubChem.
NadD inh = NadD (S. aureus) enzyme inhibition; purified NadD enzyme, colorimetric absorbance read-out; inhibition, % at 20 µM; 360,000 compounds, 0.78% hits; AID 602399; in the data active = inhibition above about 26%; also: some compounds past the cut are filed as inactive
DNMT1 inh = DNMT1 (human) enzyme inhibition | P26358 | DNMT1 molecular beacon, Hinp1I cleavage, fluorescence | inhibition (reported as % activation of signal), % at 10 µM | 360,000 compounds, 0.83% hits; in the data active = inhibition above about 50%
STEP inh = blocks human striatal-enriched tyrosine phosphatase; P54829; recombinant STEP, OMFP fluorogenic substrate, fluorescence; inhibition, % at 20 µM; 360,000 compounds, 0.25% hits;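 active = inhibition at 20 µM, scaled per plate between control wells, above about 37%, limit read from the data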;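 also: 0% = DMSO with enzyme and substrate and 100% = substrate only without enzyme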
Target sequence (P54829 whole entry, looked up): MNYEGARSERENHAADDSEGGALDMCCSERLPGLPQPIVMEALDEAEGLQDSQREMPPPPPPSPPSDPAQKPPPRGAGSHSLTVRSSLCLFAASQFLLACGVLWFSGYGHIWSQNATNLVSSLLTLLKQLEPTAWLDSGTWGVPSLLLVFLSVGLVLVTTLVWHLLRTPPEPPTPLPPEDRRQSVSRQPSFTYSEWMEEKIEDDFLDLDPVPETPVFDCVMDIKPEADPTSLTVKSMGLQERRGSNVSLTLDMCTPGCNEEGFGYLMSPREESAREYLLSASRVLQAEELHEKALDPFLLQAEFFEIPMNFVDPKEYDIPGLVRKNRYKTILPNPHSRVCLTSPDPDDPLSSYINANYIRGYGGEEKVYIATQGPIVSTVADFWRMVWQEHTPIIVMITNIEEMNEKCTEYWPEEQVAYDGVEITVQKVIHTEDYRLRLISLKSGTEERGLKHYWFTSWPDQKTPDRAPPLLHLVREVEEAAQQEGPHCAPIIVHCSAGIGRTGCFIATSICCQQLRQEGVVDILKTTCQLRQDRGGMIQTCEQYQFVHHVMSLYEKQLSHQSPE
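medium = Bis-Tris buffer pH 6.0, 2.5 mM DTT, 0.005% Tween 20 | test system = STEP (striatal-enriched tyrosine phosphatase) enzyme, cell-free | measure = normalized % inhibition | compound dosing = 20 µM, 1% DMSO | also added = 25 µM OMFP | schedule = reaction 20 min, ambient temperature | measured by = fluorescence read at 480 nm ex / 540 nm em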
LMPTP block = blocks human LMPTP phosphatase; 360,000 compounds, 0.22% hits; P24666; inhibition, % at 20 µM; recombinant LMPTP-A, OMFP fluorogenic substrate, fluorescence intensity; AID 651560;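 active = compounds that cut the enzyme signal by at least half of the control window in the single-dose screen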;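 also: plate controls were DMSO wells with enzyme plus substrate for no effect and substrate without enzyme for full effect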
Target sequence (P24666 whole entry, looked up): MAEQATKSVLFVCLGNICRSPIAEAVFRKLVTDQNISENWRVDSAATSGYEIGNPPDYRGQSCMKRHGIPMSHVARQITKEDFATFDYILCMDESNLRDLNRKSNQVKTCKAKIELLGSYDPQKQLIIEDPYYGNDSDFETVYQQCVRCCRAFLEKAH
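Buffer or medium: Bis-Tris pH 6.0, DTT, detergent; Assay system: LMPTP-A enzyme; Quantity: 0.625 nM enzyme; Detection: endpoint fluorescence intensity; Times: 50 min dark incubation at room temperature; Controls: substrate-only low control, DMSO enzyme-plus-substrate high control; Doses: single 20 µM dose; Read-out: percent inhibition versus substrate-only and uninhibited controls; Reagent: 400 µM OMFP.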
Rpn11 inh = blocks the human proteasome subunit Rpn11. O00487. human 26S proteasome, Ub4-pepOG fluorescence polarization; 20S core pre-blocked with epoxomicin. calls only at 20 µM. 360,000 compounds, 0.59% hits. AID 588493;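 active = inhibition at 20 µM, scaled to each plate's controls, above about 33%, limit read from the data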
CSN inh = inhibitors of human CSN-mediated cullin deneddylation. Q92905. inhibition, % at 12.5 µM. 360,000 compounds, 0.38% hits. Purified CSN, SCF-Nedd8-OG deneddylation, fluorescence polarization;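 active = pattern-corrected inhibition above about 35%, with an unprinted fluorescence ratio check between 0.5 and 1.5, limit read from the data, passing the limit was not always enough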;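 also: 0% = enzyme with substrate and 100% = substrate without enzyme; some results filed as inactive read as strong as hits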
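Assay system: Purified human Csn5 enzyme expressed in HEK293T cells | Amount: Enzyme 0.24 nM | Measured by: Fluorescence polarization readout | Medium: Tris/NaCl/DTT buffer, pH 7.5 | Compound dosing: One concentration, 12.5 µM, 0.25% DMSO | Times: 90 min incubation of compound, enzyme and substrate at room temperature | Control set: no-enzyme wells high, enzyme-with-substrate wells low | Read-out: % inhibition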
Scp1 inh = Scp-1 (human) phosphatase inhibition; inhibition, % at 20 µM; Q9GZU7; Recombinant Scp1, phosphopeptide, malachite green phosphate absorbance; 340,000 compounds, 0.88% hits;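 active = inhibition above about 50% at 20 µM, limit read from the data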;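 also: plate controls were DMSO wells with enzyme for no effect and wells lacking enzyme for full effect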
Target sequence (Q9GZU7 76-261 limits assumed): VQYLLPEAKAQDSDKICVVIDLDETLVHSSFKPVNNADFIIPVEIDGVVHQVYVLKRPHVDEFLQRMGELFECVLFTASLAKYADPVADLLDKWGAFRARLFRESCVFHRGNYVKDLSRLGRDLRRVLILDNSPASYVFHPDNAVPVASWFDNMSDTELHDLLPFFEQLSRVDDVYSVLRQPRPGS
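Times: enzyme reaction 45 min at room temperature, colour 5 min, stabilisation 30 min. Material: SCP-1 catalytic fragment, aa 76-261. Medium: Acidic Tris acetate buffer with magnesium and detergent. Signal: colorimetric free-phosphate detection, absorbance 630 nm. Read-out basis: % inhibition of SCP-1 phosphate liberation. Reagent: Phosphorylated 17-residue peptide substrate.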
MsrA inhibitor = bovine MsrA inhibition; purified bovine MsrA, absorbance read-out; inhibition, % at 15.5 µM; 360,000 compounds, 0.75% hits; AID 651718; in the data active = inhibition above about 4.5%;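 also: 0% = vehicle wells with enzyme and 100% = reference inhibitor wells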
TbMetRS inhib = blocks T. brucei methionyl-tRNA synthetase activity; purified T. brucei MetRS, ATP depletion, Kinase-Glo luminescence; inhibition, % at 11.9 µM; 360,000 compounds, 0.4% hits;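 active = inhibition above a per-plate cutoff of the control wells' mean inhibition plus 3 SD, cut at about 5.5% in these data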;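 also: 0% = DMSO wells median and 100% = median of wells with control inhibitor compound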
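Test system: purified T. brucei MetRS enzyme. Also added: ATP, methionine and E. coli bulk tRNA substrates. Compound: 11.9 µM single point. Schedule: 15 min enzyme-compound preincubation, 2 h reaction, 10 min detection, 25 °C. Signal: luciferase luminescence of residual ATP, Kinase-Glo. Evaluation: percent inhibition versus plate control medians. Controls: DMSO wells, low control.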
SUMO1-SIM PPI = SUMO1-SIM interaction modulation; P63165; SUMO1 binding to a labelled peptide, TR-FRET, 1 h; inhibition, % at 20 µM; 360,000 compounds, 0.33% hits; in the data active = inhibition above about 37%
Target sequence (P63165 whole entry, looked up): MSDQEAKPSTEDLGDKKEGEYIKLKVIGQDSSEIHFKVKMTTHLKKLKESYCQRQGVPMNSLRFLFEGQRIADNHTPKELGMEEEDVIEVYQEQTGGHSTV
* marks the source's active call; other numbers are inactive results; i = inactive; x = not tested or not shown. Only part of the results is shown; count on the stated rates, not on these rows.

SMILES	NadD inh	DNMT1 inh	STEP inh	LMPTP block	Rpn11 inh	CSN inh	Scp1 inh	MsrA inhibitor	TbMetRS inhib	SUMO1-SIM PPI
O=C(c1ccc(N2CC3CC(C2)c2cccc(=O)n2C3)c([N+](=O)[O-])c1)N1CCCCC1 (stereo not drawn)	1	-6	5	0.1	i	-1	-1	-0.2	-0.5	6
Cn1c(O)c(C=NCCCCCCCCCCC(=O)O)c(=O)n(C)c1=O	-2	2	-3	-0.9	i	-3	2	0.1	-1.2	5
O=P(O)(Oc1ccccc1)c1ccccc1	-1	0	-1	0.1	i	0	-8	-0.4	0.3	-1
O=C1NC(=O)N(Cc2ccccc2)C(=O)/C1=C\c1ccco1	10	29	1	2.7	i	27	8	-0.5	0.0	6
CP(=O)(O)CN1CCCCC1	3	3	-4	-0.6	i	-5	3	1.9	-1.1	-3
CC(C)(C)n1nnnc1C(CCc1ccccc1)N1CCC(n2c(=O)[nH]c3ccccc32)CC1 (stereo not drawn)	12	-12	-1	6.7	i	2	x	-0.8	-0.9	6
N#Cc1ccc(NC(=S)N2Cc3ccccc3-n3nncc3C2)cc1	0	0	-1	-0.3	i	4	x	-0.5	-0.9	5
O=c1ccc2cc(O[C@@H]3O[C@@H](CO)[C@H](O)[C@@H](O)[C@@H]3O)c(O)cc2o1	-4	1	8	-0.5	i	-2	-2	4.0	-0.3	3
CCC(C)n1c(O)c(C=NCc2cccnc2)c(=O)[nH]c1=S (stereo not drawn)	3	-2	0	-1.0	i	-9	2	2.5	-0.1	-1
CC12CCC3C(CC=C4CC5(CCC43C)OCCO5)C1CCC2=O (stereo not drawn)	-2	1	11	-0.5	i	-7	19	1.1	0.1	1
CCC1(CCc2ccncc2)C(=O)NC(=O)NC1=O	2	-3	-6	0.3	i	-3	-8	0.1	-0.2	-4
C[C@]12CC[C@H](O)CC1=CC(=O)C1C2CC[C@]2(C)C(=O)[C@H](O)CC12 (stereo partly drawn)	-1	-1	-1	0.7	i	-1	-10	1.3	-0.1	-3
Nc1cc(Cl)cc(Cl)c1	6	-2	-3	0.5	i	9	-12	0.3	-0.1	9
COc1ccc(NP2(=O)OCC(C)(N)CO2)cc1 (stereo not drawn)	-3	-3	-3	-0.9	i	0	-5	-1.1	-0.3	-4
Cc1ccc(CN2Cc3ccc(Br)cc3-n3nncc3C2)cc1	-6	13	2	-0.7	i	-2	x	-0.9	0.4	3
Cc1cnn(C2CCN(C)CC2)c1N	0	-3	-4	-3.1	i	8	-3	-0.1	-1.5	1
Cn1c(O)c(C=NCCN2CCNCC2)c(=O)[nH]c1=O	4	-1	0	-6.5	i	-3	-7	0.3	-0.1	2
CSc1nc2ccccc2c(=O)n1-c1cccnc1	-5	6	5	-1.5	i	94	-10	-0.2	-0.8	4
CCOC(=O)c1c(C)n(Cc2ccc3c(c2)OCO3)c2ccc(O)cc12	-5	-11	-1	1.0	i	-1	-11	-1.1	-1.7	2
COC(=O)C1=C(c2ccccc2OCc2ccccc2)C[C@@H]2CC[C@H]1N2C(=O)NCc1ccccc1	-9	-6	0	3.4	i	-3	-4	0.9	0.0	5
O=C1CN=C(c2ccccc2)c2cc(Cl)ccc2N1	0	6	-2	-0.8	i	2	-1	0.7	-1.8	-1
O=C(CN1CCCC1=O)N1CCOCC1	-7	3	2	-2.8	i	1	-7	-0.9	-1.0	2
CC(=O)OC1N=C(c2ccccc2)c2cc(C)ccc2NC1=O (stereo not drawn)	-3	-4	-1	-0.9	i	0	6	0.1	-0.4	-3
CC(=NCc1ccc2c(c1)OCO2)c1c(O)n(C)c(=O)n(C)c1=O	-4	2	3	-0.5	i	4	-8	0.1	-0.1	2
CN1CCN(c2nccc3c2ncn3C)CC1	-4	1	3	-4.7	i	-6	-7	1.0	1.2	0
N=C1c2ccccc2CN1NC(=O)C1CC1	-6	-2	-2	0.3	i	-5	-4	-0.2	-0.4	0
C#C[C@]1(O)CCC2C3CCC4=C/C(=N/OCC(=O)NC(C)C(=O)NC(CCSC)C(=O)O)CC[C@]4(C)C3CC[C@@]21C (stereo partly drawn)	5	-1	1	-0.1	i	0	-1	0.0	0.0	5
C[C@H](O)[C@H]1CC[C@H]2[C@@H]3CCC4=CC(=O)CC[C@]4(C)[C@H]3CC[C@]12C	-2	0	0	-1.7	i	2	-9	-0.2	-0.4	-3
CCOP(=O)(C(NC(=O)c1ccccc1Cl)=C(Cl)Cl)c1ccccc1 (stereo not drawn)	3	-4	-2	-0.5	i	-2	-5	-0.1	-0.9	3
CCOP(=O)(OCC)C(O)c1ccc(Br)cc1 (stereo not drawn)	-6	14	3	-0.6	i	2	-4	x	0.4	3
Cc1ccc(CC(=O)N2CCN(C)CC2)cc1	2	-2	-1	-3.4	i	-1	-4	0.2	-0.7	2
COC(=O)C1=C(c2ccc(S(C)(=O)=O)cc2)C[C@@H]2CC[C@H]1N2C(=O)NCc1ccccc1	-12	3	0	-0.5	i	-4	-8	-0.7	0.3	-3
COc1ccc2c(c1)[nH]c1c(C)nccc12	-3	12	4	3.6	i	1	-6	2.1	0.0	3
CCOP(=O)(OCC)C(NC(=O)CN1C(=O)c2ccccc2S1(=O)=O)C(Cl)(Cl)Cl (stereo not drawn)	-2	2	-2	-0.9	i	3	-1	0.1	0.0	1
Cn1cc(C(=O)NC2CC2)c2ccccc21	1	0	-1	-5.7	i	0	-3	-0.2	0.2	-10
CC(C)OP(=O)(O)NC(=O)c1ccccc1	-1	0	-1	-0.9	i	-3	-9	-1.1	0.5	0
c1ccc(C2CC2)c(OCC2=NCCN2)c1	-3	0	0	-2.2	i	-2	-1	-0.3	-1.8	-1
CON(C)C(=O)Nc1ccc(Cl)cc1	0	-1	0	-1.1	i	-2	-11	-0.5	-0.3	4
O=C(COc1ccc(Br)cc1)N1CCN(Cc2c[nH]c3ccccc23)CC1	0	-6	3	-1.0	i	-2	-2	-0.1	1.7	-5
CC1([N+](=O)[O-])COP(=O)(Nc2cccc(Cl)c2)OC1 (stereo not drawn)	-5	-3	2	-2.3	i	-1	-3	0.8	-0.4	-3

14 entries from above, arranged by molar mass, ascending.
SMILES	NadD inh	DNMT1 inh	STEP inh	LMPTP block	Rpn11 inh	CSN inh	Scp1 inh	MsrA inhibitor	TbMetRS inhib	SUMO1-SIM PPI
COc1ccc2c(c1)[nH]c1c(C)nccc12	-3	12	4	3.6	i	1	-6	2.1	0.0	3
Cn1cc(C(=O)NC2CC2)c2ccccc21	1	0	-1	-5.7	i	0	-3	-0.2	0.2	-10
N=C1c2ccccc2CN1NC(=O)C1CC1	-6	-2	-2	0.3	i	-5	-4	-0.2	-0.4	0
c1ccc(C2CC2)c(OCC2=NCCN2)c1	-3	0	0	-2.2	i	-2	-1	-0.3	-1.8	-1
CN1CCN(c2nccc3c2ncn3C)CC1	-4	1	3	-4.7	i	-6	-7	1.0	1.2	0
CC1([N+](=O)[O-])COP(=O)(Nc2cccc(Cl)c2)OC1 (stereo not drawn)	-5	-3	2	-2.3	i	-1	-3	0.8	-0.4	-3
C[C@H](O)[C@H]1CC[C@H]2[C@@H]3CCC4=CC(=O)CC[C@]4(C)[C@H]3CC[C@]12C	-2	0	0	-1.7	i	2	-9	-0.2	-0.4	-3
CCOP(=O)(OCC)C(O)c1ccc(Br)cc1 (stereo not drawn)	-6	14	3	-0.6	i	2	-4	x	0.4	3
CC(=NCc1ccc2c(c1)OCO2)c1c(O)n(C)c(=O)n(C)c1=O	-4	2	3	-0.5	i	4	-8	0.1	-0.1	2
CCOP(=O)(C(NC(=O)c1ccccc1Cl)=C(Cl)Cl)c1ccccc1 (stereo not drawn)	3	-4	-2	-0.5	i	-2	-5	-0.1	-0.9	3
O=C(COc1ccc(Br)cc1)N1CCN(Cc2c[nH]c3ccccc23)CC1	0	-6	3	-1.0	i	-2	-2	-0.1	1.7	-5
COC(=O)C1=C(c2ccc(S(C)(=O)=O)cc2)C[C@@H]2CC[C@H]1N2C(=O)NCc1ccccc1	-12	3	0	-0.5	i	-4	-8	-0.7	0.3	-3
CCOP(=O)(OCC)C(NC(=O)CN1C(=O)c2ccccc2S1(=O)=O)C(Cl)(Cl)Cl (stereo not drawn)	-2	2	-2	-0.9	i	3	-1	0.1	0.0	1
C#C[C@]1(O)CCC2C3CCC4=C/C(=N/OCC(=O)NC(C)C(=O)NC(CCSC)C(=O)O)CC[C@]4(C)C3CC[C@@]21C (stereo partly drawn)	5	-1	1	-0.1	i	0	-1	0.0	0.0	5

(more compounds)
SMILES	NadD inh	DNMT1 inh	STEP inh	LMPTP block	Rpn11 inh	CSN inh	Scp1 inh	MsrA inhibitor	TbMetRS inhib	SUMO1-SIM PPI
CCc1cc(=O)oc2c(C)c(OCC(=O)N3C[C@H]4C[C@@H](C3)c3cccc(=O)n3C4)ccc12	-1	2	1	-1.7	i	0	7	0.8	0.6	2
Fc1ccccc1CN1CCN(c2ccc(Cl)cc2)CC1	5	1	1	0.0	i	1	-13	-0.7	-0.5	2
Cc1[nH]c2ccccc2c1CCNCc1cccnc1	-4	0	-1	-3.0	i	-3	-8	-0.1	-0.5	-4
O=C(c1cc2ccccn2n1)N1CCC2(CC1)OCCO2	8	1	0	-1.0	i	0	-1	0.5	0.0	4
COC(=O)C(O)(c1ccc(NC(=O)c2cccs2)c(C)c1)C(F)(F)F (stereo not drawn)	-5	0	-2	-0.3	i	-2	-14	1.2	-0.7	2
CCCCn1c(=O)c(C(=O)NCCc2ccccc2)c(O)c2ccccc21	10	-2	1	4.5	i	6	-18	1.2	0.3	2
Cc1cccc(NC2=NCCCS2)c1C	-1	2	0	-2.4	i	0	3	0.5	-0.8	-7
CCOC(=O)C1=C(NC(=S)NC(=O)c2ccccc2)c2ccccc2CC12CCCC2	-4	-8	2	2.8	i	-3	-10	1.1	-1.1	2
CNCCCc1ccccc1	1	3	-2	-0.9	i	3	5	-0.3	-1.7	4
